# From PubChem BioAssay
# CTSL1 counter = cathepsin L1 inhibition, PFM18AAP counter-screen; hit rate 0.49% among 300,000; recombinant F. hepatica cathepsin L1, Z-Leu-Arg-MCA fluorescence; inhibition, % at 5.96 µM;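 active = inhibition above the mean of all tested compounds plus 3 SD, set per screening campaign, cut at about 17% in these data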;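 also: 0% = plate median of test compound wells and 100% = 1 µM Z-Phe-Ala-diazomethylketone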
# HCV core dimer = blocks dimerization of HCV core protein | hit rate 0.33% among 300,000 | inhibition, % at 5 µM | TR-FRET GST/Flag-core106 dimerization, 1536-well | AID 1899;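 active = inhibition above the mean of all tested compounds plus 3 SD, set per screening campaign, cut at about 45% in these data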
#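 assay system = GST-tagged and Flag-tagged HCV core protein residues 1-106 | controls = unlabelled core106 and no-GST-core106 wells | incubation = compound-protein-antibody incubation 4 h at 22.5 °C | probe or stimulus = Eu donor and XL665 acceptor anti-tag antibodies | read-out = % inhibition based on acceptor/donor emission ratio | signal = TR-FRET 671 and 617 nm emission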
# procasp7 counter = counter-screen for procaspase-3 activators: activators of human procaspase-7 | P55210 | recombinant procaspase-7, Ac-DEVD-pNA absorbance 405 nm; D23A/D198A/D206A triple mutant, cannot self-cleave; scale: DMSO 0, 5 µM enzyme 100 | activation, % at 8.5 µM | hit rate 0.093% among 330,000 | AID 463210;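 active = percent activation above the screen-wide mean plus 3 SD, cut at about 25% in these data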
#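 System: Procaspase-7 triple mutant (PC-7 D3A); measure: % activation from two-timepoint absorbance difference, scaled to controls; times: 1 h compound preincubation, 2 h substrate cleavage, 25 °C; also added: Ac-DEVD-pNA substrate, 400 µM as added; measured by: Epi-absorbance of released pNA at 405 nm, two timepoints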
# GRK2 inh = inhibitors of human GRK2 displacing RNA aptamer; bead flow cytometry, FAM-aptamer displacement from GRK2; inhibition of aptamer binding, % at 10 µM; hit rate 0.59% among 330,000;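 active = inhibition of aptamer binding above 40%, roughly 3 SD of noise, on plates passing a quality check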;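 also: median bead fluorescence of bound FAM aptamer so fluorescent compounds give negative values; no value below 0 was filed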
# proCasp3 act = activates human procaspase-3; P42574; recombinant procaspase-3 D3A, Ac-DEVD-pNA absorbance 405 nm; activation, % at 8.5 µM; hit rate 0.11% among 330,000; AID 463141;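 active = activation above the mean of all tested compounds plus 3 SD, cut at about 21% in these data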;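 also: 0% = DMSO alone and 100% = DMSO wells spiked with extra 5 µM PC-3 D3A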
#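 Assay system: Autoprocessing-dead procaspase-3 D3A mutant enzyme; also added: Ac-DEVD-pNA; doses: one concentration, 8.5 µM nominal, 0.8% DMSO; times: 1 h compound preincubation, 2 h substrate hydrolysis at 25 °C; technique: 405 nm absorbance of p-nitroaniline, reads at 0 and 120 min; measure: % activation between DMSO and enzyme-spiked controls; repeats: single replicate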
# VLA-4 inh = inhibition in a human VLA-4 binding assay. AID 2557. hit rate 0.2% among 330,000. P13612. inhibition, % (about 7 µM as worked out from the volumes in the protocol). VLA-4 expressing cells, ligand binding flow cytometry; in the data active = inhibition above about 50%
# Target sequence (P13612 whole entry, looked up): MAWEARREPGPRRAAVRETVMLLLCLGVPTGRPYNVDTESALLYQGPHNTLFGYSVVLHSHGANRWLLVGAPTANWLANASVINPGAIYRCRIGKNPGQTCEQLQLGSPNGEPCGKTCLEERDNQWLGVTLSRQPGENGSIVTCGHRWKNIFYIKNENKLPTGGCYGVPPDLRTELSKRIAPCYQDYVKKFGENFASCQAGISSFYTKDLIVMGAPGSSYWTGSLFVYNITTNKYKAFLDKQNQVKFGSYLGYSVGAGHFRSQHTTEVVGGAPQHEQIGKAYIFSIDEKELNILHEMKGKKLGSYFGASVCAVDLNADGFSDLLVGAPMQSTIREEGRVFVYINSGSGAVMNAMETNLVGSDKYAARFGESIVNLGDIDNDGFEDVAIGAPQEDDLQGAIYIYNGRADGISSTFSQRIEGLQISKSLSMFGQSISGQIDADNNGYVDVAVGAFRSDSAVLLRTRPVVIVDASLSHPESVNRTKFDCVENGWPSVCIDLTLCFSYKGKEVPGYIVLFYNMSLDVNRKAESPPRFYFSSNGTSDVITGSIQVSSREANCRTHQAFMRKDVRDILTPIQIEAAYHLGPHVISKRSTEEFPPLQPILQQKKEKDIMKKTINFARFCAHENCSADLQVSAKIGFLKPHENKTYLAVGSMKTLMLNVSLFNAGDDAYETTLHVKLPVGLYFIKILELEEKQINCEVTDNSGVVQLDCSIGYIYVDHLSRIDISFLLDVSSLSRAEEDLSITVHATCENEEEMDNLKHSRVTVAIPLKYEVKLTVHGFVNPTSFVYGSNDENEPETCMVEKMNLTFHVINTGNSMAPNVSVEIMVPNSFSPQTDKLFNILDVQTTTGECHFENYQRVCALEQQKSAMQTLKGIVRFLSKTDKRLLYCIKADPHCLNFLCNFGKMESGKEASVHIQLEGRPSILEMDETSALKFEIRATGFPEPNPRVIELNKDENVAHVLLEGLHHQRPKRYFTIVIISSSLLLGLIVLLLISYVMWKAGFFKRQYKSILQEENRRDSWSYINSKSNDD
# GASC-1 inh = human JMJD2C demethylase inhibition | Q9H3R0 | GST-JMJD2C(1-420) H3K9me3 demethylation, DELFIA europium | inhibition, % at 2.35 µM | hit rate 0.069% among 330,000;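 active = more than half of a compound's replicate wells show inhibition beyond 50%, single wells judged on their own value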;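 also: signal counts dimethyl H3K9 product captured on neutravidin plate; 0% = median of DMSO wells and 100% = 0.3 times that DMSO median; strong numbers were not always called active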
# PP1 inh = PP1-alpha (human) inhibition in PP5 counter-screen. inhibition, % at 6.7 µM. AID 2235. purified PP1alpha, OMFP fluorescence. P62136. hit rate 0.9% among 320,000;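 active = inhibition above the mean inhibition of all tested compounds plus 3 SD, computed separately for each screening campaign, cut at about 15% in these data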
# PP5 inh = inhibitors of human protein phosphatase 5 (PP5) | purified PP5c, OMFP substrate fluorescence | hit rate 0.18% among 320,000 | inhibition, % at 6.7 µM;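 active = inhibition above the campaign's mean inhibition across all tested compounds plus 3 SD, cut at about 9.5% in these data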;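 also: 0% = DMSO only and 100% = 100 µM cantharidin control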
# Starred values were filed as active, the others as inactive; / = not tested or not shown; & = joins results of further samples. An unsorted share of the library; any-hit rate near 2.6%.
item	molecule	CTSL1 counter	HCV core dimer	procasp7 counter	GRK2 inh	proCasp3 act	VLA-4 inh	GASC-1 inh	PP1 inh	PP5 inh
1	CCOc1ccccc1NC(=O)NC(=O)N(C)S(C)(=O)=O	-2	-3	-9	1	8	4	7	1	2.2
2	O=C(CCC(=O)c1cccs1)Nc1ccc(N2CCCCC2)cc1	6	38	-4	1	-12	-8	0	11	0.0
3	Cc1ccc(NC(=O)c2ccc(N3C(=O)C4CC=C(Cl)CC4C3=O)cc2)cc1 (stereo not drawn)	1	41	0	2	3	3	9	0	1.5
4	[2H]C(CCOS(N)(=O)=O)c1ccc(C(C)(C)C)cc1 (stereo not drawn)	-3	-4	5	2	0	0	4	1	2.0
5	Cc1ccc(OC(F)F)c(NC(=O)Nc2cccc(C(F)(F)F)c2)c1	2	-6	-5	0	2	-6	-8	0	13*
6	CCOc1ccc(C(=O)NC(C(=O)NCC2CCCO2)C(C)C)cc1 (stereo not drawn)	1	0	6	0	-6	17	4	0	-3.4
7	CC(C)CC(=O)Nc1nnc(S(=O)(=O)N(C)c2ccc(Cl)cc2)s1	-2	0	6	0	0	2	1	3	3.6
8	COc1ccc(NC(=O)CSc2ccc3c(c2)OCCO3)cc1S(N)(=O)=O	/	/	-8	3	8	1	9	/	/
9	O=[N+]([O-])c1cccnc1N/N=C/c1ccccc1O	0	0	7	0	-5	4	6	0	1.1
10	COc1ccc(CNC(=O)c2cc(C(=O)C3CC3)c[nH]2)cc1	2	-22	3	1	9	-20	-6	1	0.6
11	O=C(Cn1cc([N+](=O)[O-])cn1)N1N=C(C(F)F)CC1(O)C(F)F (stereo not drawn)	-5	-4	0	1	2	13	4	-3	-0.1
12	COc1ccc2nc(-c3ccccn3)[nH]c2c1	4	-13	-4	0	-8	-1	1	-2	1.1
13	COCCCNC(=O)CCn1c(=O)c2ccccc2n(CC(=O)Nc2ccc(C)cc2C)c1=O	-5	0	0	1	2	12	1	-2	4.0
14	CC(C)(C)c1cc(CCC(=O)NCC2CCCO2)cc(C(C)(C)C)c1O (stereo not drawn)	-1	3	-3	1	5	12	6	2	3.6
15	Fc1ccc(Nc2ncnc3sc4c(c23)CCC4)cc1	0	3	1	1	-3	1	-8	1	-0.1
16	CC1(C)CC(NC(=O)c2cc(Cl)ccc2Cl)CC(C)(C)N1	14	-7	-3	2	-2	5	-2	1	5.1
17	CC(C)[C@H](NS(=O)(=O)c1ccc2c(c1)OCCO2)C(=O)OCC(=O)Nc1cccc(Cl)c1Cl	-18	-1	0	0	8	-6	-28	-5	6.4
18	COc1cc(NS(=O)(=O)c2ccc(NC(=O)CN3C(=O)c4ccccc4C3=O)cc2)ncn1	-2	3	-2	2	8	5	11	-3	-2.2
19	O=c1c2ccccc2c(C=NC2CCN(Cc3ccccc3)CC2)c(O)n1Cc1ccc2c(c1)OCO2	0	2	-1	0	-1	14	2	6	-0.1
20	N#C/C(=C(/O)Cc1ccccc1)P(=O)(c1ccccc1)c1ccccc1	0	-3	1	3	4	21	-1	-3	-3.3
21	Cc1ccc(C(=O)NC(NCC2CCCO2)C(Cl)(Cl)Cl)cc1 (stereo not drawn)	-4	-5	-6	4	-2	19	7	-4	-0.6
22	Cc1ccc(NC(=O)CN(C)C(=O)c2ccc(Cl)c(S(=O)(=O)NCc3ccco3)c2)cc1	/	/	2	0	7	-4	-4	/	/
23	Cc1ccc(S(=O)(=O)NCC(=O)NCc2cc(=O)n(C)c(=O)n2C)cc1	4	-14	6	1	0	6	-5	-3	-0.6
24	Cn1cc([N+](=O)[O-])c(C(=O)N/N=C/c2cc3c(cc2Br)OCO3)n1	5	-1	-3	0	-1	-8	-14	2	3.5
25	COc1ccc(S(=O)(=O)N2CCCC(C(=O)NCCN3CCOCC3)C2)cc1C (stereo not drawn)	4	-10	-2	0	4	-1	16	-3	-0.1
26	Cc1cccc(-n2ncc(C#N)c2N)c1	-2	1	-1	0	7	14	-5	0	2.4
27	O=c1c2cccnc2nc2n1CCCCC2	5	-2	4	0	6	7	-16	-1	-0.1
28	COc1cccc(CNS(=O)(=O)c2c(C(=O)N3CCCC3)c(C)n(C)c2C)c1	-1	4	2	0	8	7	-2	0	2.0
29	Cn1c2c(c(=O)n(C)c1=O)CN(Cc1ccc3c(c1)OCO3)CN2	-2	-1	6	3	-1	7	4	-2	-0.7
30	COc1cc(/C(C)=N/NC(=O)Cc2c(C)[nH][nH]c2=O)ccc1O	0	-5	1	2	7	-10	-19	0	0.8
31	O=C(COC(=O)c1ccc(F)c(S(=O)(=O)N2CCOCC2)c1)NCc1ccc(F)cc1	/	/	8	0	-3	-8	12	/	/
32	CCn1nnc2cc(C(=O)N3CCC(C(=O)OC)CC3)ccc21	/	/	2	0	8	-9	-3	/	/
33	Cc1ccc(S(=O)(=O)NCCSc2ccccc2)cc1[N+](=O)[O-]	2	-7	-2	0	5	-12	8	3	4.7
34	Cc1nc(CSc2n[nH]c(=O)n2-c2ccccc2)cs1	-3	-7	2	1	10	-6	-1	-6	4.2
35	COc1ccc(NC(=O)CSc2nnc(-c3cccs3)n2Cc2ccco2)cc1OC	-4	-5	7	0	-2	4	2	-3	2.5
36	Cc1ccc2oc(C(=O)N(Cc3ccc(N(C)C)cc3)C3CCS(=O)(=O)C3)c(C)c2c1 (stereo not drawn)	4	4	9	0	-4	-4	3	1	0.5
37	Cc1cc(N2CCN(c3nnnn3-c3ccccc3)CC2)n2ncnc2n1	1	-8	3	1	4	2	4	5	-0.7
38	O=C(N/N=C/c1cccc([N+](=O)[O-])c1)c1ccc2c(c1)OCCO2	1	9	1	7	4	5	-3	-3	-1.5
39	CC1(C)CC(=O)C(C(=S)Nc2ccccc2)=C(NCCN2CCOCC2)C1	0	-3	6	0	-3	-2	-3	3	1.2
40	O=C(CN1C(=O)NC2(CCCC2)C1=O)Nc1ccccc1C(F)(F)F	0	8	-9	0	5	-12	-19	1	2.2
41	COc1ccc(C2=NN(C(=O)CSc3cn(C)c4ccccc34)C(c3ccc(OC)cc3)C2)cc1 (stereo not drawn)	-2	-242	-7	0	-4	6	-6	4	0.5
42	COc1ccc(-c2nc(CS(=O)CC(=O)NCc3ccco3)c(C)o2)cc1 (stereo not drawn)	1	12	15	1	-10	5	0	0	-0.1
43	Cc1ccccc1NC(=O)c1ccccc1NC(=O)c1cccs1	-3	-6	-10	1	2	3	4	1	0.8
44	CNC(=S)NCCC(c1ccccc1)c1ccccc1	7	-1	-8	0	-3	-6	1	0	2.3
45	NC(=O)NC(=O)CSc1ccccc1	5	-3	10	0	1	8	-18	-1	0.1
46	CCOc1cccc2c1OC1(C)CC2NC(=O)N1c1cccc(C(=O)N2CCN(c3ccccn3)CC2)c1 (stereo not drawn)	-3	-4	-3	5	8	1	-4	0	0.9
47	CC(=O)c1ccc(OCC(=O)N2CCN(S(=O)(=O)c3ccc(C)cc3C)CC2)cc1	7	7	3	6	2	5	-5	-2	0.9
48	CCN(C(=O)CSc1nnc(-c2c[nH]c3ccccc23)n1C1CC1)C1CCS(=O)(=O)C1 (stereo not drawn)	/	/	4	1	-7	-6	6	-4	-1.8

# Three entries out of the list above, ordered by the number in GASC-1 inh, high to low:
entry | smiles | GASC-1 inh
1 | CCOc1ccccc1NC(=O)NC(=O)N(C)S(C)(=O)=O | 7
35 | COc1ccc(NC(=O)CSc2nnc(-c3cccs3)n2Cc2ccco2)cc1OC | 2
15 | Fc1ccc(Nc2ncnc3sc4c(c23)CCC4)cc1 | -8

# New compounds follow.
item	molecule	CTSL1 counter	HCV core dimer	procasp7 counter	GRK2 inh	proCasp3 act	VLA-4 inh	GASC-1 inh	PP1 inh	PP5 inh
49	CCCOc1ccc(-c2nc(C#N)c(N3CCc4ccccc4C3)o2)cc1	1	4	1	1	-6	12	-5	-5	0.1
50	Cc1cccc(OCCC(=O)Nc2c(C)n(C)n(-c3ccccc3)c2=O)c1	-1	-7	10	0	-1	5	-4	0	2.4
51	C=CCn1c(SCC(=O)NCC2CCCO2)nc2scc(-c3ccco3)c2c1=O (stereo not drawn)	2	2	2	0	0	38	20&-1	-3	2.9
52	CC(C)(C)C(=O)OC/C(N)=N/OC(=O)c1ccc(Cl)c(Cl)c1	-1	-6	2	3	3	12	3	0	1.5
53	Cc1cc(=O)n2c(-c3ccccc3C)n[nH]c2n1	0	-2	8	11	6	2	17	-6	-1.1
54	CC(=O)OCCCCON1C(=O)c2ccccc2C1=O	-4	-8	11	2	-7	-11	2	-1	-3.3
55	O=C(NCc1ccc(F)cc1)c1cc2ccccc2o1	0	-4	-6	2	-7	4	-4	2	1.2
56	CCOc1ccc(S(=O)(=O)N2CCN(Cc3ccc4c(c3)OCO4)CC2)cc1OCC	-3	0	6	0	9	2	15	4	2.5
57	COc1ccccc1-c1nnc(NC(=O)c2ccc(S(=O)(=O)N(C)C)cc2)o1	5	1	1	1	1	-17	/	8	-0.2
58	O=C(OC(C(=O)NCc1ccco1)C(OC(=O)c1ccccc1)C(=O)NCc1ccco1)c1ccccc1 (stereo not drawn)	-1	2	-12	0	-1	-13	-11	7	2.2
59	O=C(NCc1ccco1)C(=O)NCC(c1ccco1)N1CCOCC1 (stereo not drawn)	-1	-1	6	0	0	4	3	-5	1.4
60	C=CCN(c1ccccc1OC)S(=O)(=O)c1ccc(Cl)c(C(=O)Nc2ccc(N3CCOCC3)cc2)c1	-1	9	5	0	-2	5	-7	-2	-1.2
61	Cc1ccc(-c2nn(CCC(N)=O)c(=O)c3ccccc23)cc1	-6	4	8	0	-5	5	4	-3	2.7
62	Cc1c(NC(=O)c2cc(-c3ccc(O)cc3)on2)c(=O)n(-c2ccccc2)n1C	1	-1	4	0	3	-1	-3	-3	-0.2
63	CCCCOc1ccc(C2C(C(=O)c3ccc(C)o3)=C(O)C(=O)N2CC2CCCO2)cc1 (stereo not drawn)	1	7	-12	0	0	0	-9	20*	0.2
64	O=C(COC(=O)c1cccc(C(F)(F)F)c1)NC(=O)NC1CCCC1	/	/	2	1	5	4	4	/	/
65	O=C(CCC1CCCC1)N[C@@H](Cc1ccc(O)cc1)C(=O)O	0	-17	2	2	5	-14	-8	8	-2.2
66	O=C1N/C(=C/c2cccn2-c2ccccc2)C(=O)N1Cc1ccccc1F	4	-2	-29	2	-10	7	-4	4	2.2
67	Cc1ccccc1NC(=O)CSc1nc(Nc2ccccc2)nc(N2CCOCC2)n1	-1	7	7	3	4	29	61	-7	-0.2
68	CCOc1nc2ccccc2nc1NS(=O)(=O)c1ccccc1	-1	1	4	0	6	-22	-3	-2	1.2
69	CC(=O)c1cccc(NC(=O)COC(=O)COc2c(Cl)cc(Cl)c3ccc(C)nc23)c1	-13	1	14	1	-8	7	-18	-2	2.4
